RGS4 inh: blocks human RGS4-accelerated GTP hydrolysis | P49798 | Transcreener GDP fluorescence polarization, RGS4-accelerated GTP hydrolysis | Potency, µM (doses to about 114 µM), inactives show at the highest dose activity change, negative = inhibition, actives largely listed as inhibitors | hit rate 0.039% among 390,000 | AID 504845; also: potency is read from the fitted curve at half-maximal effect; % is scaled to controls: 0 for no effect and ±100 for the full control effect; nearly all actives have a fitted effect of over 75% in size; some results filed as inactive show a strong effect at the top dose
Target sequence (P49798 whole entry, looked up): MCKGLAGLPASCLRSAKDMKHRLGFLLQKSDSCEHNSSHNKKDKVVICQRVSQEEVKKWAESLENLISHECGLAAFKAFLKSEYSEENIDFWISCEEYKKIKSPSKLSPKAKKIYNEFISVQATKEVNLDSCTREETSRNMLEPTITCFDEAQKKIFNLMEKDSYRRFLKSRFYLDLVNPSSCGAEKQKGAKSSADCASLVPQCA
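MLSMR compounds (23 nl, pin-transferred) preincubated 10 min at room temperature with a 500nM (2x) first reagent, then RGS4 at 900nM (2x) plus Transcreener GDP mix added; fluorescence polarization (620/688 nm) read before and after 90 min at 30 °C.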
HP1b chromo inh: HP1-beta chromodomain-methylated histone interaction inhibition. P83916. AlphaScreen HP1-beta / biotin-H3K9me3 peptide binding. Potency, µM (titrated, usually from 114 µM), without a hit: at the highest dose activity change, negative = inhibition, hits mostly inhibitors. hit rate 0.56% among 390,000. AID 540317; also: potency is read from the fitted curve at half-maximal effect; nearly all actives have a fitted effect of over 70% in size; inactives centre near 23
Target sequence (P83916 whole entry, looked up): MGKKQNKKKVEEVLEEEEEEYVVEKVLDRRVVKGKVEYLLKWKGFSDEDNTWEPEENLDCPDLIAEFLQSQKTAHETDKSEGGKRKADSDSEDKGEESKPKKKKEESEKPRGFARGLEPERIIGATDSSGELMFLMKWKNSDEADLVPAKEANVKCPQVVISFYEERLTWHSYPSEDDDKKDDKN
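HP1-beta protein (50 nM final) preincubated 30 min at room temperature with biotinylated H3(1-18)K9me3 peptide (50 nM) in PBS pH 7.4, 0.01% Tween-20, then compound added for 30 min. AlphaScreen streptavidin donor/nickel chelate acceptor beads (10 ug/mL final), 30 min dark, luminescence read.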
GLS inhibitor: blocks human kidney-isoform glutaminase activity. O94925. GLS enzymatic activity, qHTS titration. Potency, µM (series often up to 45.5 µM), without a hit: at the top dose activity change, negative = inhibition, most hits filed as inhibitors. hit rate 0.21% among 410,000; also: potency is read from the fitted curve at half-maximal effect; % is scaled to controls: 0 for no effect and ±100 for the full control effect
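Read-out is an Amplex red fluorescence increase coupled through glutamate oxidase and HRP, measured before and after 30 min room-temperature incubation. hKGA is in 45 mM KH2PO4 (pH 8.2) with 0.02% Tween-20; glutamine added as 1mM solution.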
JMJD2A Tudor inh: inhibitors of human JMJD2A Tudor domain | AlphaScreen JMJD2A-Tudor / H3K4me3 peptide binding | Potency, µM (top dose mostly 114 µM), for the others: at the highest dose activity change, negative = inhibition, usual class: inhibitors | hit rate 4.4% among 390,000 | AID 504339; also: potency is read from the fitted curve at half-maximal effect; % is scaled to controls: 0 for no effect and ±100 for the full control effect; nearly all actives have a fitted effect of over 50% in size
ERG Ets-DNA blk: inhibitors of human ERG Ets domain-DNA interaction; AID 624246; fluorescence polarization, His-ERG Ets domain / labelled DNA; Potency, µM (highest dose often 76.9 µM), inactives show top-dose FP activity, negative = inhibition, hits mostly inhibitors; hit rate 0.028% among 370,000; P11308; active = well fitted inhibition curve with a large enough effect in the polarisation, with a control signal flat; inconclusive = small, poorly fitted or top-dose-only effect, or effect the other way, or a change in a side signal; inactive = no such curve, though single readings can be large or run the other way; the % refers to the polarisation;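 also: polarization taken with two DNA probes labelled with fluorescein and Texas red; potency is read from the fitted curve at half-maximal effect; % of control where 0% means no effect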
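His-tagged ERG Ets domain (1 uM in the protein solution; 300mM KCl, 50mM Tris-HCl, 1mM EDTA, 1mM DTT, pH 7.5) received compound, then a probe mix of 5 nM fluorescein-DNA and 100nM Texas-615-DNA. Fluorescence polarization was read for both dyes.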
PI4K2A inh: PI4K2A (human) kinase inhibition; purified PI4K2A, ADP-Glo luminescence, 1 h; hits give low values; activity change, negative = inhibition, % at 76.9 µM; hit rate 0.13% among 420,000; Q9BTU6; in the data active = activity change below about -50%; inconclusive = mostly about -30% to -49%;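 also: -100% = wells without enzyme as full effect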
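In this quantitative HTS, ADP production by PI4K2A was quantified luminescently after 1 h at ambient temperature; 100 microM adenosine served as plate-quality control.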
BAZ2B inh: BAZ2B (human) inhibition; Q9UIF8; AlphaScreen BAZ2B-H3K14Ac peptide displacement; Potency, µM (doses to about 114 µM), for inactives: at the highest dose activity change, negative = inhibition, actives largely listed as inhibitors; hit rate 4.4% among 360,000; AID 504333; also: potency is read from the fitted curve at half-maximal effect; % is scaled to controls: 0 for no effect and ±100 for the full control effect; nearly all actives have a fitted effect of over 60% in size
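Protein-peptide AlphaScreen: BAZ2B 50 nM, b-H3K14Ac 50 nM, 1x PBS pH 7.4 + 0.01% Tween-20. Preincubation 30 min RT; cpd 30 min RT (top 110 uM); beads 20 min RT, light-protected.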
ALOX12 inh: blocks human arachidonate 12S-lipoxygenase. hit rate 1.1% among 580,000. purified 12hLO, xylenol orange hydroperoxide absorbance. AID 1671190. Potency, µM (highest dose often 108 µM), for inactives: top-dose activity change, negative = inhibition, most hits filed as inhibitors. P18054; also: potency is read from the fitted curve at half-maximal effect; % is scaled to controls: 0 for no effect and ±100 for the full control effect
Target sequence (P18054 whole entry, looked up): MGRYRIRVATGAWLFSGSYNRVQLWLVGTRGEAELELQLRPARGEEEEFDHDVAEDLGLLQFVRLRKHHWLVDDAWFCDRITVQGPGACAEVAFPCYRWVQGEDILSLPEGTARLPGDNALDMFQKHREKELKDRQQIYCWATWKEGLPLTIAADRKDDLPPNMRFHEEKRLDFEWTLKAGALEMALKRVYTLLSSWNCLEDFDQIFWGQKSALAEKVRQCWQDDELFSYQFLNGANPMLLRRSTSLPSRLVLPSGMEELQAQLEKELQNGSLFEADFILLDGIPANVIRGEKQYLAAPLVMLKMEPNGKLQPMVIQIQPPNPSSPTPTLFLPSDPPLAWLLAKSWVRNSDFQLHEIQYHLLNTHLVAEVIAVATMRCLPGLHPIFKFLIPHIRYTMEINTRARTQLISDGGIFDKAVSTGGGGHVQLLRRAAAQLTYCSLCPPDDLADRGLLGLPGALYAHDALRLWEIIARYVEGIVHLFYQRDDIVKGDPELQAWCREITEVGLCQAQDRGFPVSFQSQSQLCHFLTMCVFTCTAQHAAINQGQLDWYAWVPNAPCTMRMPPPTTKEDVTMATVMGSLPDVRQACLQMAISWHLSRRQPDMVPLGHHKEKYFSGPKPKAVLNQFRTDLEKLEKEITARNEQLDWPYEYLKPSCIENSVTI
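Purified human 12hLO at 150 nM in 25 mM Hepes, 0.01% Triton X-100, pH 7.0, preincubated 15 min at room temperature with compound. Reaction started with 40 uM arachidonic acid, 30 min at room temperature. Hydroperoxide measured by Fe-xylenol orange, 573/405 nm absorbance ratio.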
G9a inh: blocks human histone lysine methyltransferase G9a | hit rate 8.8% among 350,000 | Potency, µM (doses to about 102 µM), inactives show top-dose activity, negative = inhibition, actives largely listed as inhibitors | Q96KQ7 | G9a H3K9 monomethylation, AlphaScreen, 2 h; also: potency is read from the fitted curve at half-maximal effect; % is scaled to controls: 0 for no effect and ±100 for the full control effect; nearly all actives have a fitted effect of over 75% in size
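AlphaScreen detection with an anti-monomethyl H3K9 antibody quantified product after a 2 h room-temperature reaction containing 500 nM biotinylated H3K9 peptide, 20 µM SAM and 20 nM enzyme, which had been preincubated 15 min with compound.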
* = called active by the depositor; u = inconclusive; x = not tested or not shown; & = joins results of further samples; [ ] = remark or other dose. Unless noted, calls follow the shape of the dose curve; as a rule, active = well fitted curve in the direction sought with a large enough effect; inconclusive = small, poorly fitted or top-dose-only effect, or another doubt; inactive = no such curve, though single readings can be large; an effect the other way counts as inactive or inconclusive. Some of the compounds tested; rates above refer to the full screens.

mol	RGS4 inh	HP1b chromo inh	GLS inhibitor	JMJD2A Tudor inh	ERG Ets-DNA blk	PI4K2A inh	BAZ2B inh	ALOX12 inh	G9a inh
O=C(CSc1nc2ccccc2o1)NC(=O)NCc1ccco1	0%	1%	-6%	u	0%	-3	u	-23%	41%[12.7 µM]
CCc1ccc(NC(=O)C2CCN(S(=O)(=O)c3c(C)noc3C)CC2)cc1	4%&-8%	27%&30%	-1%&-9%	-17%&0%	11%&0%	-3&-1	-2%&4%	-5%&-21%	19%
CC1=CC(=O)CC2C1(C)CCC(C)C2(C)CCC(C)CC(=O)O (stereo not drawn)	-32%	53%[activator]	-5%	-7%	8%	3	-3%	-14%	34%[12.7 µM]
Cc1ccc(OCC(=O)N(Cc2ccccc2)C2CCS(=O)(=O)C2)c([N+](=O)[O-])n1 (stereo not drawn)	-6%	10%	2%	15%	-5%	-7	1%	-11%	u
Cn1c(SCc2ccccc2Cl)nc2ccccc21	-11%	143%[activator]	-3%	139%[activator]	1%	7	9%	-1%	216%[activator]
CC1CCCC(NC(=O)COC(=O)c2cc3ccccc3oc2=O)C1C (stereo not drawn)	-13%	17%	7%	-3%	1%	4	x	3%	x
O=C(CSc1nnc(-c2ccncc2)n1CCc1ccccc1)NCc1ccccc1	19%[56.9 µM]	52%[activator]	3%	-11%[57.1 µM]	-7%	-3	8%	-23%	15%[59 µM]
O=C(/C=C/c1ccc(Br)cc1)c1ccc(NC2=NCCCS2)cc1	-32%	-15%	-3%	u	u	4	u	u	u
O=C1CCC(C(=O)Nc2cccc(C(F)(F)F)c2)N1 (stereo not drawn)	0%	28%	1%	-13%	-6%	3	11%	12%	20%
Cc1ccc(C(=O)N2CCC3(CC2)NCCc2[nH]cnc23)cc1	-18%	43%[activator]	-9%	21%	-9%	-3	-33%	u	x
Cc1c(NS(=O)(=O)c2cccc(C(=O)NCc3ccccc3Cl)c2)c(=O)n(-c2ccccc2)n1C	5%	21%	-14%	-6%	1%	-3	-23%	-2%	-20%
Cc1c(Cl)c([N+](=O)[O-])nn1Cc1ccc(C(=O)N/N=C\c2ccccn2)o1	28%	17%	7%	-19%	1%	-2	-1%	0%	6%[59 µM]
CCOc1ccccc1OCC(=O)Nc1ccc(S(=O)(=O)Nc2ncccn2)cc1	15%	19%	6%	-4%	x	1	1%	-4%	-17%[59 µM]
Cc1c(C#N)c2ncnc(-c3ccccc3)c2n1-c1ccccc1	-6%	11%	-11%	-12%	0%	1	10%	5%	0%[59 µM]
COc1ccc(NC(=S)Nc2cccc(S(=O)(=O)N3CCCCC3)c2)cc1	-15%	-3%	16%	-26%	2%	-7	u	u	u
COc1cccc(/C=N/Nc2nn3cnnc3c3ccccc23)c1	-3%	22%	12%	-10%	-7%	-9	-3%	156%[activator][57.4 µM]	-30%
COc1ccc(CNC(=O)CSc2ncc(S(=O)(=O)c3ccc(Br)cc3)c(=O)[nH]2)cc1	-2%	22%	7%	-14%	4%	-2	-1%	-18%	-7%[59 µM]
CCCCCOCC(O)CCC(=O)NN (stereo not drawn)	24%	11%	8%	-12%	1%	-12	7%	145%[activator]	27%
CCc1cccc(C)c1NC(=O)COC(=O)C1CCN(S(=O)(=O)c2ccccc2)CC1	16%	4%	3%	-14%	5%	6	u	6%	-34%
Cc1ccc(C(=O)NC2CC(C)(C)NC(C)(C)C2)cc1Cl	0%	6%	-8%	-14%	6%	-1	-15%	3%	9%[59 µM]
Cc1ccc(/C=C2\SC(=S)N(CCC(=O)N3CCCCC3)C2=O)cc1	0%	-12%	7%	-23%	11%	7	17%	-1%	-19%
COC(=O)CN(C)C(=O)c1cccc(OC2CCN(S(=O)(=O)N(C)C)CC2)c1	-1%	21%	-1%	3%	-11%	-9	-5%	5%	x
CCC1(CC)C(=O)NC(=O)NC1=Nc1ccccc1	24%	18%	1%	-9%	-7%	-1	25%	-3%	-11%[59 µM]
CCC(C)C(NC=C1C(=O)OC(C)(C)OC1=O)C(=O)O (stereo not drawn)	6%	20%	2%	-22%	-1%	8	-34%	17%	-32%[59 µM]
CN(Cc1ccccc1)C(=O)c1cc(=O)[nH]c2ccccc12	-5%	17%	14%	-14%	2%	-3	-3%	u	x
COc1cc(NC(C)=O)c2ncccc2c1[N+](=O)[O-]	-30%	28%	-4%	-11%	8%	3	23%	-18%	-14%[59 µM]
CN1CCc2nc(NC(=O)COc3ccc(C#N)cc3)sc2C1	-7%	44%[activator]	7%	-9%[57.1 µM]	9%	-7	-16%	-3%	-44%
CC(C)c1onc(C(=O)Nc2cccnc2Cl)c1[N+](=O)[O-]	-21%	54%[activator]	1%	-6%	-14%	-4	5%	0%	-33%
Cc1cc2ncc(S(C)(=O)=O)c(N)n2n1	-20%	4%	3%	13µM*	3%	-1	-7%	-14%	2%
Cc1ccc(CN2CCN(Cc3ccc(C)s3)CC2CCO)cc1 (stereo not drawn)	15%	23%	-5%	-18%	1%	0	2%	-9%	x
CCOC(=O)c1c(NC(=O)COC(=O)/C=C/c2ccccc2)sc(C(=O)NC)c1C	0%	20%	-2%	-16%	0%	3	-1%	34%[activator]	26%[12.7 µM]
CCO[C@H]1OC(C(N)=O)=C[C@@H](c2ccc(Br)cc2)[C@@H]1CCCO	11%	12%	2%	2%	-3%	6	-1%	u	-5%[59 µM]
CC(=O)Nc1ccc(S(=O)(=O)NC2(C(F)(F)F)C(=O)Nc3c2c(=O)[nH]c(=O)n3-c2cccc(Cl)c2)cc1 (stereo not drawn)	3%	21%	9%	-10%	-1%	2	u	u	-2%[59 µM]
COc1ccc(S(=O)(=O)N2CCN(c3ccccc3)CC2)cc1	22%	16%	0%	-14%[57.1 µM]	13%	-3	-28%	-3%	-6%
COc1ccccc1NS(=O)(=O)c1cc(NC(=O)C2=NNC(=O)CC2)ccc1C	2%	35%	4%	-8%	8%	-2	6%	19%	u
COc1ccccc1N1CCN(CCc2n[nH]c(=S)n2-c2ccccc2)CC1	-18%	2%	7%	18µM*	3%	5	50µM*	u	u
CCOC(=O)c1cnn(-c2nc(SC)nc3sc4c(c23)CCCC4)c1N	31%	41%[activator]	8%	2%	-9%	2	-4%	7%	7%
CCN(CC)c1ccc(C=C2C(=O)OC(c3ccccc3)OC2=O)cc1 (stereo not drawn)	-13%	-2%	2%	-31%	35%[activator]	1	-26%	u	u
Cc1occc1-c1nnc(SCC(=O)Nc2ccccc2)n1CCc1ccccc1	5%	16%	-11%	-17%	-18%	-5	-36%	u	2%[12.7 µM]
CC(=O)Nc1cccc(/C(C)=N/N2C(C)CCCC2C)c1 (stereo not drawn)	13%	33%[activator]	10%	-1%	-2%	0	9%	14%	0%

Some of the entries so far, with values under each structure.
Every second line gives: RGS4 inh, HP1b chromo inh, GLS inhibitor, JMJD2A Tudor inh, ERG Ets-DNA blk, PI4K2A inh, BAZ2B inh, ALOX12 inh, G9a inh
> CCC1(CC)C(=O)NC(=O)NC1=Nc1ccccc1
→ 24%, 18%, 1%, -9%, -7%, -1, 25%, -3%, -11%[59 µM]
> Cc1ccc(CN2CCN(Cc3ccc(C)s3)CC2CCO)cc1 (stereo not drawn)
→ 15%, 23%, -5%, -18%, 1%, 0, 2%, -9%, x

More entries:
mol	RGS4 inh	HP1b chromo inh	GLS inhibitor	JMJD2A Tudor inh	ERG Ets-DNA blk	PI4K2A inh	BAZ2B inh	ALOX12 inh	G9a inh
COc1cccc(C(=O)NCCSc2c(-c3ccc(F)cc3)[nH]c3ccccc23)c1OC	3%	14%	1%	-27%	-11%	0	-22%	-14%	-4%[59 µM]
CCCCCCc1nc2ccccc2c(=O)n1NC(=O)c1c(O)c2c(n(CC(C)C)c1=O)CCCC2	-10%	53%[activator]	-10%	-8%	-1%	0	-18%	-16%	x
COc1ccc(NC(=S)NCCc2ccccc2)c(C)c1	-25%	41%[activator]	8%	-10%	-12%	0	-12%	u	x
Cn1c(CC(=O)Nc2ccccc2)nnc1SCC(=O)Nc1ccc(N2CCOCC2)cc1	0%	19%	2%	-5%	1%	4	-1%	-3%	8%
COc1cc(C)ccc1NC(=O)c1ccc(S(=O)(=O)N2CCOCC2)cc1	-1%	12%	12%	-22%	-10%	5	-6%	-7%	80%[activator][59 µM]
COc1ccc(CCN(C)C(=S)Nc2cccc(C)c2)cc1OC	5%	12%	-3%	-5%	4%	1	u	-7%	-11%
O=C1CCCC/C1=C/NCc1ccccc1	18%	13%	9%	-6%	-6%	-4	-25%	-15%	u
NS(=O)(=O)c1cccc(NC(=O)CCC(=O)c2cccs2)c1	34%	10%	-17%	-14%	6%	-10	2%	0%	22%[2.33 µM]
CCOC(=O)c1oc2ccc(Br)cc2c1CSc1nnc(C)s1	-30%[56.9 µM]	61%[activator]	2%	2%[57.1 µM]	-2%	-9	1%	0%	18%
CC(C)Cc1nc(SCC(=O)N2CCCC2)c2c(=O)n(C)c(=O)n(C)c2n1	-8%	26%	-3%	-32%	-14%	-1	-1%	0%	48%
COc1ccc(-c2nc(-c3ccc(C(=O)O)cc3)no2)cc1	2%	12%	21%	-15%	x	-3	x	-3%	x
O=C(COC(=O)c1cc(Br)ccc1O)NNC(=O)c1cccs1	-25%	10%	2%	-15%	x	-6	5%	-13%	19%[12.7 µM]
